Screens (PubChem BioAssay)
E coli RNAP: Escherichia coli RNA polymerase inhibition | E. coli RNA polymerase, fluorescence transcription assay | inhibition, %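 (tested at 10 µM)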 | 62,000 tested, 0.2% active | AID 559; in the data active = inhibition above about 20%;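 note: 0% = enzyme without compound and 100% = no enzyme blank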
SF-1 act: activates the human nuclear receptor SF-1. Q13285. CHO-K1 Gal4-SF-1 LBD luciferase reporter; % increase over DMSO SF-1-specific signal. activation, % at 10 µM. 65,000 tested, 1.9% active. AID 522;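 active = activation above the mean activation of all tested compounds plus 3 SD, cut at about 50% in these data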
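Material: Transient Gal4-SF-1 LBD reporter, CHO-K1 | Input: 4,000 cells/well | Dosing: One dose, 10 µM compound, 1% DMSO | Incubation: 20 h compound treatment, 37 °C | Detection: SteadyLite luciferase luminescence | Evaluation: Percent activation relative to DMSO median and mock-transfected background | Benchmarks: DMSO-treated SF-1-transfected cells as negative, DMSO-treated mock-transfected cells lacking SF-1 as background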
TNAP act DEA: activators of human TNAP at intermediate phosphate acceptor. purified TNAP, CDP-star luminescence, 100 mM DEA, 30 min; hits give high values; scale: 0 levamisole-inhibited, 1 vehicle-only enzyme. activation factor at 20 µM. 64,000 tested, under 10 active. AID 813;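 active = activation factor of at least 2 at 20 µM, relative to controls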
Target sequence (P05186 whole entry, looked up): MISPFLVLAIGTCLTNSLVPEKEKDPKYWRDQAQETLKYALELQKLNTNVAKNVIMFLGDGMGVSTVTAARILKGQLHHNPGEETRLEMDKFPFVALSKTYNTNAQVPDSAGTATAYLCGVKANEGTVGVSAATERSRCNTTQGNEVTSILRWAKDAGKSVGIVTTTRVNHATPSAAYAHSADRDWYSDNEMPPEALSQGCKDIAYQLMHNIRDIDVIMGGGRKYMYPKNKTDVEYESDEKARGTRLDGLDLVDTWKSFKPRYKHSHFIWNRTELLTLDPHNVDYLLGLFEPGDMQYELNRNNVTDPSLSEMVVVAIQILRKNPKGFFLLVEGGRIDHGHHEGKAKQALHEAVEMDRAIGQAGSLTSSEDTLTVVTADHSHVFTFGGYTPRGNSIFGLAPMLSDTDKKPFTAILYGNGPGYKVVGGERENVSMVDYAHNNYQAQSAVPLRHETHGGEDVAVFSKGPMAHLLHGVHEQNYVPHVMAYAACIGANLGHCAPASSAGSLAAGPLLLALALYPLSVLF
M1 antag: M1 muscarinic receptor (rat) antagonism | P08482 | CHO-M1 cells, Fluo-4 calcium, ACh EC80 antagonist mode; hits give low values | B-score at 10 µM | 64,000 tested, 3.4% active | AID 628;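 active = calcium fluorescence response, raw or row-and-column corrected B-score, differing from the plate sample mean either way at a set confidence level, mostly lower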
Target sequence (P08482 whole entry, looked up): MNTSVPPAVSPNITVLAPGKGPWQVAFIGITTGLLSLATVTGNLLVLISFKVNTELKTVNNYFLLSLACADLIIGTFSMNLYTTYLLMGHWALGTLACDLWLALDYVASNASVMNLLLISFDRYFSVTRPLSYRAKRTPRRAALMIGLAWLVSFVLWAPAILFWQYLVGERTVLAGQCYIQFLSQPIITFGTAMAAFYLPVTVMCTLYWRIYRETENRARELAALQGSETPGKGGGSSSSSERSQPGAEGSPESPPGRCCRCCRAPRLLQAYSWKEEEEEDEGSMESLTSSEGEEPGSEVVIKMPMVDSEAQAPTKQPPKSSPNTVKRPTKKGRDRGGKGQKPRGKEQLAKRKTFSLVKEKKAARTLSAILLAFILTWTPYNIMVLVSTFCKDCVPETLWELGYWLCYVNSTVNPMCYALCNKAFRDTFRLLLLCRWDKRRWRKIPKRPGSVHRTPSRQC
M1 ag: activates the M1 muscarinic receptor; CHO-M1 cells, Fluo-4 calcium fluorescence, agonist mode; hits give high values; B-score at 10 µM; 64,000 tested, 3% active;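 active = fluorescence rise, raw or as B-score row- and column-corrected plate score, outside the 99.7% band of its plate's samples, either direction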
NADH coupling: blocks coupling enzymes of NAD/NADH assays; coupled PK/LDH NADH assays, four targets; IC50, µM (titrated, usually from 10 µM), for the others: at the top dose inhibition; 65,000 tested, 0.02% active; AID 774;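 active = single-dose screening hits from any of four coupled enzyme assays that gave an IC50 when retested across doses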;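 note: the DPM-DC format reads NADH fluorescence rather than 340 nm absorbance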
RORA act: activates the human nuclear receptor RORA; P35398; CHO-K1 Gal4-RORA LBD luciferase reporter, luminescence; percent increase over mock-subtracted basal signal; activation, % at 10 µM; 65,000 tested, 1.5% active; AID 560;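 active = activation above the mean of all tested compounds plus 3 SD, cut at about 49% in these data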;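 note: 0% = DMSO-treated RORA cells and 100% = added signal equal to DMSO minus mock-transfected cells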
Autofluor 339: intrinsic fluorescence of library compounds, ex339/em460 – biochemical, MLSMR library, data from DPM-DC assay, artefact control, profiling panel; compound autofluorescence, ex339/em460 nm, NADH buffer; hits give high values; 1 = no-compound wells, NADH background; fluorescence fold increase at 10 µM; 65,000 tested, 5.5% active;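 active = at 10 µM, mean starting fluorescence two-fold or more over control wells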;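 note: signal is the first read of a kinetic run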
tolC growth inh: growth inhibitors of E. coli BW25113 tolC mutant. growth inhibition, % at 10 µM (by protocol). 65,000 tested, 2.2% active. OD615;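 active = growth inhibition at or above a cutoff equal to the mean over every tested compound plus 3 SD, cut at about 60% in these data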;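 note: growth measured after 20 h incubation at 37 °C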
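Test system – E. coli BW25113 ΔtolC::kan, tolC deletion mutant strain · Detection – OD at 615 nm · Buffer or medium – LB with kanamycin 50 µg/mL · Times – 20 h compound exposure of bacteria at 37 °C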
Starred values were filed as active, the others as inactive; / = no result given; [ ] = another dose, or the depositor's remark.

SMILES	E coli RNAP	SF-1 act	TNAP act DEA	M1 antag	M1 ag	NADH coupling	RORA act	Autofluor 339	tolC growth inh
CCOC(=O)CCc1c(C)nc2cc(-c3ccc(Cl)cc3)[nH]n2c1=O	9	-7	0.9	0.17	-0.025	13%	18	1.7	-8
O=C(CSc1nnc(-c2ccccc2)o1)Nn1cnnc1	9	-1	0.9	0.22	-0.52	4%	5	1.1	-17
O=C(O)CCC(=O)c1cccc2ccccc12	-3	2	0.9	0.15	-0.76	7%	-1	1.1	3
CN(C)c1ccc(C(=O)OCC(=O)NC2CCCCC2)cc1	15	-22	0.9	0.46	0.12	4%	-3	0.98	-4
Cc1c2c(nc3c(C)cccc13)OC(C)C2 (stereo not drawn)	7	-5	1	-0.063	-0.19	3%	10	1.1	4
CCC(C)c1c(O)nc(SCC(=O)c2ccccc2)[nH]c1=O (stereo not drawn)	7	-12	0.9	-0.1	0.21	2%	-3	1.2	-2
O=S(=O)(c1cccc(-c2csc(-c3cccnc3)n2)c1)N1CCCCC1	5	-14	0.8	-0.31	-0.21	3%	-4	1	12
Cn1nc(-c2ccc(Cl)cc2)c2cc(C(=O)NC3CC3)sc21	5	28	0.9	1	0.13	3%[fluoresces]	35	2.1*	4
COc1ccc(C(=O)c2ccc(OC)c(OC)c2)cc1OC	10	-6	0.9	0.002	0.73	5%	0	1	-6
Cc1ccccc1Cn1c(=O)[nH]c2ccccc21	-4	-13	1	-1.7	-0.94	7%	7	1	7
Cn1c(=O)c2c(SCC(N)=O)nc(CC(C)(C)C)nc2n(C)c1=O	7	10	0.9	0.53	-0.031	3%	-2	1	-7
Cc1ccccc1-n1nc2c(c1NC(=O)COc1ccc(Cl)cc1)CS(=O)C2 (stereo not drawn)	10	-1	0.9	1.2	0.012	3%	-20	1.1	-3
CCc1nnc(NC(=O)CCC(=O)N2CCN(Cc3cc(F)ccc3OC)CC2)s1	/	5	0.9	/	/	5%	26	1.1	-8
O=C(NCc1ccc(Cl)cc1)c1cccnc1	13	-17	0.9	0.55	0.41	6%	-17	1	-7
CCOC(=O)N1CCN(c2c(N3CCC(N4CCCCC4)CC3)c(=O)c2=O)CC1	2	9	0.7	-2.4	0.76	2%	-12	1.1	-25
O=C(CCC(=O)N(c1cccc(F)c1)C(C(=O)NC1CCCC1)c1ccncc1)Nc1cccnc1 (stereo not drawn)	4	0	1	0.039	-0.16	3%	-14	1	-10
COCCCNC(=O)Cn1nc(-c2ccc(C)cc2)ccc1=O	4	-19	1	0.04	-0.58	6%	-27	1.4	-15
Cc1cc(C)c2[nH]c(=O)c(C(c3nnnn3Cc3ccc4c(c3)OCO4)N3CCCC3)cc2c1 (stereo not drawn)	0	-16	1	0.42	-0.79	6%	-1	1.3	5
CN1CCCC(OC(=O)CCCCC(=O)OC2CCCN(C)C2)C1 (stereo not drawn)	1	5	0.9	0.75	0.74	2%	-25	1.1	-12
FC(F)(F)c1cccc(N2Cc3ccccc3C2)c1	6	34	0.9	-0.32	0.15	5%	35	1.1	2
Cc1nc2sc(C(c3cccs3)N3CCN(c4cccc(Cl)c4)CC3)c(O)n2n1 (stereo not drawn)	6	-2	1	0.8	0.69	3%	24	1.1	21
CCOc1ccc(OCC)c(NC(=O)C2C3C=CC(O3)C2C(=O)NCc2ccco2)c1 (stereo not drawn)	4	13	0.9	0.24	0.82	3%	14	1.1	-15
O=C(Cn1nnc(-c2ccccc2)n1)OCc1csc(-c2ccccc2)n1	11	19	1	-0.21	14*	5%	9	1.1	-4
O=C1CCCN1CCCNc1ncnc2c1[nH]c1ccc(Cl)cc12	5	9	0.9	-0.75	-1.1	8%	2	2	2
COCCn1cnnc1SCC(=O)Nc1ccccc1C(=O)Nc1ccc2c(c1)OCO2	6	8	0.9	0.013	0.47	6%	18	1.1	-4
Cc1ccc(C(=O)Nc2ccccc2C(=O)NC(CC(=O)O)C(=O)O)cc1 (stereo not drawn)	0	1	0.9	/	/	6%	6	1.1	-11
Cc1cccc2cc(COC(=O)c3cccnc3)c(=O)[nH]c12	3	-9	0.9	0.65	-0.95	6%	-4	1.3	-9
Cc1cc(=O)n2[nH]c(-c3ccccc3Cl)cc2n1	-1	22	1	-0.29	0.34	8%	33	1.1	-8
COC(=O)c1ccc(NC(=O)CN(C2CCCCC2)S(C)(=O)=O)cc1	5	16	0.9	-0.35	0.44	5%	6	1	10
Cc1cccc(N2CCN(CCNC(=O)c3cc4c(s3)CS(=O)(=O)C4)CC2)c1C	-7	1	0.9	-0.58	-1.5	3%	10	0.98	-2
COc1ccc(S(=O)(=O)N(C)CC(=O)Nc2ccccc2SC)cc1Cl	/	10	0.8	0.009	0.61	4%	3	1	6
Cc1cc2nn(-c3ccccc3)nc2cc1NC(=O)c1cccs1	3	38	0.9	-0.044	0.54	1%	95*	1.3	6
COc1ccc2sc(C)nc2c1NC(C)=O	9	-4	0.9	1	0.74	8%	28	1.1	-26
CCOC(=O)C(C)n1cnc2c(cnn2-c2ccc(Cl)cc2)c1=O (stereo not drawn)	5	70*	0.9	-0.41	4.2	7%	40	1.1	-10
CCOc1ccc(NC(=O)N(C2CCCCCC2)C2CCN(C(C)=O)CC2)cc1	5	-7	0.9	0.23	0.45	5%	-25	1.1	-5
COc1ccccc1-n1cnnc1SC1CCOC1=O (stereo not drawn)	6	12	0.9	2.8*	0.55	2%	-9	1.1	1
CCC1CCCCN1CCCNC(=O)c1ccc(CS(=O)(=O)Cc2ccccc2F)o1 (stereo not drawn)	5	0	0.9	-1.6	-0.76	2%	-8	1	-9
COc1cc(Cn2c(=O)oc3ccc(C)cc32)ccc1OC(C)C	/	6	/	-0.22	0.93	7%	-14	0.97	11
CCOC(=O)c1sc2nc(CC(=O)OC)nc(NCc3ccco3)c2c1C	8	0	0.9	0.3	0.91	10%	-1	1.5	14
Cc1cccc(CCNC(=O)C2CCN(S(=O)(=O)c3c(C)nn(C)c3C)CC2)c1	-1	4	0.9	0.003	-0.048	5%	-12	1.1	0
CCOC(=O)c1cccc(NC(=O)CN(c2ccc(C)cc2)S(=O)(=O)c2c(C)n[nH]c2C)c1	5	1	1	0.26	0.34	5%	-2	1.1	32
CCc1cc2c(cc(C(=O)O)n2C)s1	2	-2	0.9	-0.36	0.32	7%	18	1.1	-4
Cc1cc(NC(=O)C(C)C)ncc1NC(=O)Cc1ccccc1	12	2	0.9	0.72	0.059	5%	-10	1.1	-7
CCOc1ccc(-n2c(Cc3cc(=O)[nH]c(=O)[nH]3)nnc2SCC(=O)OC)cc1	6	28	1	1.9	0.42	5%	-22	1.1	-10
Cc1ccc(C(=O)CSC2=C(C#N)C(c3ccco3)C3=C(CCCC3=O)N2)cc1 (stereo not drawn)	4	-2	0.8	-0.25	0.81	4%	17	1.1	2
CC(=O)Nc1cc(NC(C)=O)cc(C(=O)NC(C)(C)C)c1	0	8	0.9	0.38	1	2%	16	1.1	-14
CCn1c(SCC(=O)c2ccc(NS(=O)(=O)c3ccccc3)cc2)nnc1-c1cccs1	11	-1	1	-0.63	-0.13	3%	4	1.1	50
COc1ccccc1N1CCN(C(=O)Cc2cccs2)CC1	-9	-18	1	-1.9*	-0.43	2%	-12	1.2	1
CCOC(=O)CSc1nnc(CCc2nc3ccccc3[nH]2)n1C	13	-6	0.9	0.73	0.53	3%	1	1	-20
COc1ccc2[nH]c(=O)c(CN(CC3CCCO3)C(=O)Nc3ccccc3OC)cc2c1 (stereo not drawn)	9	-6	0.9	0.062	6.4*	14%	-12	2.5*	-4
CCC(C)(C)NC(=O)C(c1ccccc1F)N(Cc1ccco1)C(=O)c1csnn1 (stereo not drawn)	7	-12	0.9	0.17	-0.0013	13%	-11	1.1	12
Cc1ccc(NC(=O)CN2CCCCCC2)c(Br)c1	5	41	1	0.006	-0.3	7%	18	1.1	7
N#CCCn1cnc2ccccc21	3	-6	0.9	0.13	-0.09	5%	-3	1	-13
Cn1cc(NC(=O)c2cc(NC(=O)c3cc(NC=O)cn3C)cn2C)cc1C(=O)NCCC(=N)N	7	2	0.9	-6.1	-0.15	5%	-11	1	-9
COc1ccccc1NC(=O)CN1CCN(c2ccc(Cl)cc2)CC1	9	8	0.9	-0.0034	0.077	4%	-14	1.1	10
COc1ccc(-c2csc(N(CC3CCCO3)C(=O)c3ccco3)n2)cc1 (stereo not drawn)	/	-3	1	0.78	-0.077	5%	16	2.7*	61*
CC(C)C(=O)Nc1cccc(C(=O)Nc2nccs2)c1	6	33	0.9	-0.35	0.86	3%	-9	1.1	2
Cc1nc(NS(=O)(=O)c2ccccc2)sc1NC(=O)OCCN(C)C	-9	-5	1.1	1.5	1.9	0%	-16	1.1	0
CCOC(=O)c1oc2nc(C)c3c(c2c1N)CC(C)(C)OC3	-2	8	0.9	-0.048	-1.4	1%[fluoresces]	-22	3.9*	-13
COc1ccc(C2=Nn3c(nnc3-c3cccnc3)SC2)cc1	5	0	0.9	0.0062	0.092	1%	-11	1	4

Whole records from above.
Record of Cc1cc(C)c2[nH]c(=O)c(C(c3nnnn3Cc3ccc4c(c3)OCO4)N3CCCC3)cc2c1 (stereo not drawn) : E coli RNAP = 0; SF-1 act = -16; TNAP act DEA = 1; M1 antag = 0.42; M1 ag = -0.79; NADH coupling = 6%; RORA act = -1; Autofluor 339 = 1.3; tolC growth inh = 5
Record of COC(=O)c1ccc(NC(=O)CN(C2CCCCC2)S(C)(=O)=O)cc1 : E coli RNAP = 5; SF-1 act = 16; TNAP act DEA = 0.9; M1 antag = -0.35; M1 ag = 0.44; NADH coupling = 5%; RORA act = 6; Autofluor 339 = 1; tolC growth inh = 10

Back to the main list, repeating the 3 entries before the break.
SMILES	E coli RNAP	SF-1 act	TNAP act DEA	M1 antag	M1 ag	NADH coupling	RORA act	Autofluor 339	tolC growth inh
Cc1nc(NS(=O)(=O)c2ccccc2)sc1NC(=O)OCCN(C)C	-9	-5	1.1	1.5	1.9	0%	-16	1.1	0
CCOC(=O)c1oc2nc(C)c3c(c2c1N)CC(C)(C)OC3	-2	8	0.9	-0.048	-1.4	1%[fluoresces]	-22	3.9*	-13
COc1ccc(C2=Nn3c(nnc3-c3cccnc3)SC2)cc1	5	0	0.9	0.0062	0.092	1%	-11	1	4
CCn1cc(C(=O)NCCN(C)CCc2ccccc2)c(=O)c2cc(S(=O)(=O)N(C)C)ccc21	-8	4	1	-1.2	0.17	3%	16	1.1	-3
COC(=O)c1ccc(Cn2cnc3ccccc3c2=O)cc1	5	-1	1	0.27	0.0099	3%	23	1.1	0
CCOc1ccc(NC(=O)CSc2nnc(-c3ccncc3)n2CC2CCCO2)cc1 (stereo not drawn)	4	-11	0.9	1.2	-1	8%	0	1	-5
COc1ccccc1C(=O)Nc1ccc(C(=O)O)cc1	17	12	1	0.54	0.34	1%	35	1.1	-3
O=C(NC1CCN(C(=O)N2CCOCC2)CC1)c1ccccc1	/	2	1	0.64	-0.67	4%	-11	1.1	-12
COC(=O)CNC(=O)Cn1ccc2ccccc2c1=O	5	23	1	0.97	0.022	6%	-3	1.2	-17
Cc1ccc(S(=O)(=O)Cn2nnnc2CN(Cc2ccco2)CC2CCCO2)cc1 (stereo not drawn)	-10	-14	0.8	-1.2	0.93	2%	0	1	1
O=C(Nc1ccc(-n2nncc2-c2ccco2)cc1)c1cc2ccccc2oc1=O	6	5	0.9	-0.12	0.1	4%	7	1.1	-16
CCOC(=O)c1c(CN2CCN(CCO)CC2)n(C)c2cc(Br)c(OC)cc12	-3	14	1	0.17	-0.13	3%	5	1.1	8
